# Screening results as filed in PubChem BioAssay.
# Shiga inhibitor: A qHTS for Small Molecule Inhibitors of Shiga Toxin; Vero cells, Shiga toxin protein synthesis inhibition reporter; inhibition, % at 38.7 µM; 290,000 compounds, 9.2% hits; in the data active = inhibition mostly above about 28%, no sharp cut-off; inactive = mostly below about 43%; also: 0% is about no effect
# Pf growth 48h: Primary qHTS for delayed death inhibitors of the malarial parasite plastid, 48 hour incubation; P. falciparum luciferase growth in erythrocytes, 48 h; Potency, µM (top dose mostly 28.7 µM), for the others: at the highest dose activity change, negative = inhibition, actives largely listed as inhibitors; 310,000 compounds, 5.9% hits; also: potency is read from the fitted curve at half-maximal effect; % is scaled to controls: 0 for no effect and ±100 for the full control effect
#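 Luminescence readout; reporter = integrated firefly luciferase in P. falciparum. RBC culture at 2% hematocrit, 0.1% parasitemia final, 37 C/5% CO2; decreased signal taken as growth inhibition.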
# TbPYK inhibitor: qHTS of Trypanosoma Brucei Inhibitors | pyruvate kinase (Trypanosoma brucei), Q57TT1 | TbPYK enzyme, Kinase-Glo Plus ATP luminescence, 45 min | Potency, µM (titrated, usually from 76.8 µM), inactives show top-dose activity, negative = inhibition, actives largely listed as inhibitors | 410,000 compounds, 0.12% hits | AID 624173, 2012; also: potency is read from the fitted curve at half-maximal effect; % is scaled to controls: 0 for no effect and ±100 for the full control effect; nearly all actives have a fitted effect of over 50% in size
#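 Luminescence from Kinase-Glo Plus, added after a 45-minute room-temperature reaction, served as the end-point read-out. The enzyme and substrate were preincubated with compound before ADP (130 uM final) initiated turnover. Concentration-effect curves came from normalized qHTS data.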
# LmPK inhibitor: qHTS Assay for Inhibitors of Leishmania Mexicana Pyruvate Kinase (LmPK); 290,000 compounds, 0.37% hits; purified LmPK, Kinase-Glo ATP luminescence, 1 h; Potency, µM (series often up to 57.5 µM), without a hit: at the top dose activity change, negative = inhibition, actives largely listed as inhibitors; Q27686; also: potency is read from the fitted curve at half-maximal effect; % is scaled to controls: 0 for no effect and ±100 for the full control effect
# Target sequence (Q27686 whole entry, looked up): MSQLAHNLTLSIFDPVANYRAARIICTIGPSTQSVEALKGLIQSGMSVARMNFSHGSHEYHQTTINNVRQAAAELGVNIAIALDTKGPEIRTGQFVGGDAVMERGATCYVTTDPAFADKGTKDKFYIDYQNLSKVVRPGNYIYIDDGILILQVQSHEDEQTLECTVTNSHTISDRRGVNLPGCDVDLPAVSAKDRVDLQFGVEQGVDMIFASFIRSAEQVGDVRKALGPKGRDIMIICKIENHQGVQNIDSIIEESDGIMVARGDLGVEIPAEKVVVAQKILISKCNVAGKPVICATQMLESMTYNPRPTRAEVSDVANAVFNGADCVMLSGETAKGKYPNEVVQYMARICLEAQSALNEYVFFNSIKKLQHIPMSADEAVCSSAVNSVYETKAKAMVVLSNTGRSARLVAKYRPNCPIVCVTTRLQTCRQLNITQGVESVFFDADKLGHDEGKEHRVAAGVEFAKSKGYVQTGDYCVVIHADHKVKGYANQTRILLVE
#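 Purified LmPK (0.1 nM) converted ADP (0.1 mM) to ATP with PEP (0.5 mM) in imidazole buffer pH 7.2 with KCl and MgCl2, 1 h at room temperature. ATP was read by Kinase-Glo luminescence; data normalized to uninhibited and no-enzyme controls.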
# Cycloheximide cs: Cycloheximide Counterscreen for Small Molecule Inhibitors of Shiga Toxin | 300,000 compounds, 12% hits | cell reporter, cycloheximide protein synthesis inhibition counterscreen | max response, %; in the data active = max response mostly above about 13%, no sharp cut-off; inactive = mostly below about 14%; also: read at 38.3 µM for the half of the compounds with a filed dose; 0% is about no effect
# AmpC inh no detg: qHTS Inhibitors of AmpC Beta-Lactamase (assay without detergent). P00811. AmpC nitrocefin hydrolysis, absorbance 480 nm, 0.0001% Triton. Potency, µM (top dose mostly 57.1 µM), inactives show at the highest dose activity change, negative = inhibition, hits mostly inhibitors. 330,000 compounds, 0.52% hits. AID 485341, 2010;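 also: potency is read from the fitted curve at half-maximal effect; plate controls were no compound for no effect and no enzyme for full effect; nearly all actives have a fitted effect of over 20% in size; some results filed as inactive show a strong effect at the top dose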
# Target sequence (P00811 whole entry, looked up): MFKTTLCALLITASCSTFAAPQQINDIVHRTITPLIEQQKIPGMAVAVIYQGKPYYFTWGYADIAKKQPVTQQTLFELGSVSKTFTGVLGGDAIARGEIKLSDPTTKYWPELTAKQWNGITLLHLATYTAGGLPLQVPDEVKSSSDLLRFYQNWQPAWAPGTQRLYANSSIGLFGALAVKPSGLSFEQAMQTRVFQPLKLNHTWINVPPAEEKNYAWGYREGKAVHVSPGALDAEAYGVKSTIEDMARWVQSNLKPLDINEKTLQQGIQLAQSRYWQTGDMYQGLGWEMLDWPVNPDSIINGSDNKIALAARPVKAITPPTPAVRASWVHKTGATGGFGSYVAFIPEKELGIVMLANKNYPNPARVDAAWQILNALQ
#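 20 mM phosphate pH 7.0 + 0.01% (detergent screen) or 0.0001% Triton X-100; 5.3 nM AmpC reagent; cpd preinc 15 min RT; nitrocefin (800 uM stock) to start; A480 q20 s × 4 min; Activity was normalised to no-enzyme and no-compound control wells.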
# Pf growth 96h: Primary qHTS for delayed death inhibitors of the malarial parasite plastid, 96 hour incubation; P. falciparum luciferase reporter growth, 96 h; Potency, µM (highest dose often 28.7 µM), for inactives: at the highest dose activity change, negative = inhibition, most hits filed as inhibitors; 320,000 compounds, 6.9% hits; AID 504834, 2011; also: potency is read from the fitted curve at half-maximal effect; % is scaled to controls: 0 for no effect and ±100 for the full control effect
#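 Two-generation exposure (96 h) targets delayed-death phenotype. Reporter parasites carrying integrated firefly luciferase, in red cells at 2% hematocrit and 0.05% parasitemia final, kept at 37 C, 5% CO2; luminescence loss indicates inhibition.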
# An asterisk follows results filed as active; u = inconclusive; x = no result given; & = joins results of further samples; [ ] = remark or other dose. Unless noted, calls follow the shape of the dose curve; as a rule, active = well fitted curve in the direction sought with a large enough effect; inconclusive = small, poorly fitted or top-dose-only effect, or another doubt; inactive = no such curve, though single readings can be large; an effect the other way counts as inactive or inconclusive.
SMILES,Shiga inhibitor,Pf growth 48h,TbPYK inhibitor,LmPK inhibitor,Cycloheximide cs,AmpC inh no detg,Pf growth 96h
c1ccc(CNc2ncnc3c2oc2ccccc23)nc1,58.7*,67.2%[activator],2.5%,-8.2%,23.1*,-10.1%,124.4%[activator]
CNC(=S)N/N=C/c1ccc(OCC(=O)Nc2c(C)cc(C)cc2C)c(OC)c1,-14.1,13.1µM*,-2.3%,-0.5%,-1.8,42.8%,u
COc1ccc(Cn2c(-c3ccc(OC)cc3)n[nH]c2=S)cc1,-7.6,-14.5%,u,u,1.7,-22.3%,13.4%
CCOC(=O)Cn1c(O)c(N=NC(=O)CNC(=O)Cc2ccccc2)c2ccccc21,13.1,23.2%,-18.6%,0.9%,5.9,0.5%,18.9%
CS(=O)(=O)Nc1ccc(Cc2noc(-c3ccc4[nH]cc(CCN)c4c3)n2)cc1,15.7,x,x,-2.5%,-3.6,0.7%,x
O=C(Nc1ccccc1C(=O)N1CCN(Cc2ccccc2)CC1)c1ccccc1,-5.4,-3.2%,-4.7%,-1.5%,-3.1,10.4%,-1.2%
COc1ccc(C(=O)c2c(C)oc3ccc(O)cc23)c(OC)c1,27.3,9.6%,-1.4%,5.6%,8.9,-24.9%,15.3%
Cc1ccc(C)c(N2CCN(C(=O)CSc3ccsc3[N+](=O)[O-])CC2)c1,0.7,-10.1%,-1.9%,4.3%,0.1,-40.1%,-21.7%
S=c1[nH]nc(-c2cccs2)n1/N=C/c1cn(-c2ccccc2)nc1-c1cccs1,2.6,60.2%[activator],-22.6%,-1.5%,11.7,u,55.9%[activator]
Cc1ccccc1OCCSc1nnc(C)n1-c1ccccc1,31.1,x,-0.2%,0.1%,19.0*,75.8%[activator],-0.5%
CCOC(=O)c1cc(C)sc1NC(=O)C1CCC1,-23.9,1.9%,-14.0%,-6.4%,6.3,-4.3%,11.8%
CN(CC(=O)Nc1ccc(F)c(F)c1F)C(=O)/C=C/c1ccc(Cl)cc1,-26.6,-6.7%,-1.1%,1.6%,6.1,-16.4%,-10.4%
Cc1ccccc1OCC1Cc2c(nc(N)c(C#N)c2N)O1 (stereo not drawn),58.1*,55.0%[activator],0.8%,-9.8%,29.3*,-25.7%,86.5%[activator]
Clc1nnc(N2CCCCC2)c2ccccc12,51.7,36.1%[activator],-3.4%,6.0%,14.3,-19.8%,-2.4%
CCOc1ccccc1CNC(=O)Cn1c(=O)oc2ccccc21,22.2,x,-1.2%,3.8%,-1.9,-17.6%,-30.8%

# 5 of the compounds above, tab-delimited:
SMILES	Shiga inhibitor	Pf growth 48h	TbPYK inhibitor	LmPK inhibitor	Cycloheximide cs	AmpC inh no detg	Pf growth 96h
CCOc1ccccc1CNC(=O)Cn1c(=O)oc2ccccc21	22.2	x	-1.2%	3.8%	-1.9	-17.6%	-30.8%
COc1ccc(C(=O)c2c(C)oc3ccc(O)cc23)c(OC)c1	27.3	9.6%	-1.4%	5.6%	8.9	-24.9%	15.3%
Cc1ccc(C)c(N2CCN(C(=O)CSc3ccsc3[N+](=O)[O-])CC2)c1	0.7	-10.1%	-1.9%	4.3%	0.1	-40.1%	-21.7%
Cc1ccccc1OCCSc1nnc(C)n1-c1ccccc1	31.1	x	-0.2%	0.1%	19.0*	75.8%[activator]	-0.5%
S=c1[nH]nc(-c2cccs2)n1/N=C/c1cn(-c2ccccc2)nc1-c1cccs1	2.6	60.2%[activator]	-22.6%	-1.5%	11.7	u	55.9%[activator]

# Next part
SMILES,Shiga inhibitor,Pf growth 48h,TbPYK inhibitor,LmPK inhibitor,Cycloheximide cs,AmpC inh no detg,Pf growth 96h
COCCNC(=S)N/N=C/c1ccc2c(c1)OCCO2,0.4,18.8%[5.75 µM],1.8%,4.3%,1.2,-33.9%,-21.0%
O=C(CCS(=O)(=O)c1ccc(Br)cc1)N1CCN(c2ccccc2)CC1,-9.5,-12.8%,-8.8%,2.5%,17.6,31.8%,u
CNc1oc(-c2ccccc2F)nc1S(=O)(=O)c1ccc(C)cc1,-7.6,0.2%,-7.1%,0.2%,5.3,-47.8%,u
CC(C)Cn1c(N)c(C(=O)COC(=O)c2ccccc2F)c(=O)n(C)c1=O,-16.3,-1.5%,4.0%,7.5%,1.1,-22.9%[11.4 µM],22.1%
Cc1ccc(S(=O)(=O)NCC2CCC(C(=O)O)CC2)cc1 (stereo not drawn),6.6,1.0%,-7.4%,0.1%,7.4,19.1%,-7.2%
Cc1ccc(C#CC[N+]2(CC#Cc3ccc(C)cc3)CCCCC2)cc1,12.1,0.586µM*,6.5%,2.6%,-3.4,48.0%,u
CCOc1ccc(C(=O)C(C)OC(=O)Cn2c(C)csc2=O)cc1 (stereo not drawn),x,-2.6%,-8.4%,x,x,-5.3%,0.0%
C/C(CC(C)(C)c1ccccc1)=N\NS(=O)(=O)c1ccccc1,-8.8,6.0%,3.5%,-4.9%,-2.1,-30.2%,1.4%
N#C/C(C(=O)N1CCCC1)=C1/N=C(N)c2ccccc21,12.4,-0.6%,-6.6%,0.4%,-0.5,-17.6%,24.1%
CCCCn1c(=O)[nH]c(=O)c2c1nc(-c1cccc(OC)c1)n2C,2.7,-5.4%,-1.6%,1.0%,-5.9,-6.8%,-14.7%
Cc1ccc(NC(=S)NC2CC3CCCC(C2)N3Cc2cccs2)cc1 (stereo not drawn),-21.2,u,4.8%,-3.4%,-3.7,-25.9%,-25.7%
O=C(CCn1cnnn1)Nc1ccccc1F,-17.8,12.6%,-5.1%,0.3%,-0.3,-3.3%,4.65µM*
CCOc1ccc(CCNC(=O)COC(=O)c2ccc(S(=O)(=O)N3CCCC3)cc2)cc1OCC,x,u,4.7%,x,x,81.2%[activator],-1.6%
COC(=O)c1ccc(CNC(=O)COC(=O)C2CCC(C(C)(C)C)CC2)cc1 (stereo not drawn),-2.0,8.0%,-6.7%,-0.2%,-2.4,-20.1%,-3.7%
COC(=O)c1sccc1NC(=S)NCc1ccc(Cl)cc1,41.2,-21.8%,-21.2%,-5.0%,-3.1,-56.8%,-48.4%
O=C(COc1ccc2c3c(c(=O)oc2c1)CCC3)N[C@@H](Cc1ccccc1)C(=O)O,-0.4,-1.3%,2.4%,-7.6%,-1.7,-22.7%,46.6%[activator]
CCOC(=O)Cc1csc(NS(=O)(=O)c2ccc(SC)cc2)n1,-11.7,8.0%,-0.7%,2.0%,-2.1,-22.4%,1.7%
COc1ccc(CC(=O)N[C@@H](CCSC)C(=O)N2CCC3(CC2)NCCc2[nH]cnc23)cc1,-10.0,12.2%,-5.0%,4.7%,-3.9,-4.8%,5.6%
COC(=O)[C@H](C)[C@H]1C[C@]1(C)[C@H](NC(=O)OCc1ccccc1)c1ccccc1,11.7,-4.2%,0.0%,5.7%,5.0,37.0%,u
O=C(c1cccs1)N(Cc1ccccn1)Cc1ccco1,-21.5,19.6%,-1.2%,-2.3%,-1.6,-21.9%,-18.0%
COc1cc(-c2noc(-c3cccc(Cl)c3)n2)cc(OC)c1OC,-8.6,27.1%,x,-2.8%,-0.5,-2.7%,14.7µM*
Clc1ccc2c(N/N=C/c3ccccc3Br)ccnc2c1,10.9,0.657µM*,0.3%,-2.8%,-2.8,-13.4%,0.522µM*
Nn1c(SCC(=O)NCCC2=CCCCC2)nnc1-c1cccnc1,x,0.0%,2.1%,x,x,3.8%,0.9%
COc1ccccc1NC(=O)CSc1ccc2nnc(-c3ccncc3)n2n1,-2.7,x,0.7%,11.5%,-3.6,-19.5%,u
COc1ccc(C(=O)Cn2cc([N+](=O)[O-])nc2C)cc1,-6.6,5.3%[0.00184 µM],5.5%,1.5%,2.3,-10.0%,24.9%
Cn1c(N)c(C(=O)N/N=C/c2ccccc2)sc1=S,-4.3,-3.7%,-1.3%,1.5%,-0.6,-49.3%,-5.4%
CCOC(=O)c1c2c3c(cccc3[nH]c1=O)C(=O)c1ccccc1-2,1.7,12.0%,-5.0%,0.4%,10.4,-43.1%,60.2%[activator]
Cc1ccc(S(=O)(=O)C2(S(=O)(=O)c3ccc(C)cc3)CC2)cc1,-3.6,-9.6%,-2.2%,3.2%,-0.8,-18.2%,-0.7%
Cc1ccc(S(=O)(=O)NNC(=O)c2ccc(O)cc2)cc1,2.3,14.1%,1.9%,-3.0%,-1.3,-13.6%,42.4%[activator]
CCn1nc(C(=O)OCC(=O)c2ccc(F)cc2)c2ccccc2c1=O,20.0,18.7%,2.4%,3.2%,10.5,12.1%,-8.0%
Cc1ccc(NC(=O)CSc2nnnn2C2CC2)cc1S(=O)(=O)N1CCOCC1,x,u,-1.6%,x,x,-1.0%,-11.8%
FC(F)(F)c1cccc(Cc2noc(CN3CCC(N4CCCCC4)CC3)n2)c1,3.4,u,7.9%,-2.7%,-1.3,4.4%,11.2%
C/C=C/C=C/C(=O)Nc1nccs1,8.2,85.8%[activator],-16.4%,-1.0%,16.9*,-5.9%,u
COc1ccc(-c2nn(CCC#N)cc2C=C(C#N)C#N)cc1,0.5,-14.9%,6.9%,-1.0%,2.7,0.5%,4.5%
Cc1ccc(SCc2noc(-c3c(C)noc3C)n2)cc1,16.1,4.7%,-2.3%,-5.4%,8.6,-16.1%,15.5%
N/C(=N\OC(=O)CCC1CCCC1)c1ccncc1,79.9,-1.3%,-10.3%,-3.8%,19.7*,0.1%,u
COc1ccc(NC(=O)CN(C)C(=O)C2CC(=O)N(c3ccc4c(c3)OCCO4)C2)cc1 (stereo not drawn),x,-13.2%,-0.2%,x,x,-15.0%,-18.8%
O=C(O)c1ccc(/C=C/c2nc3ccccc3c(=O)[nH]2)cc1,-2.1,x,-11.2%,-4.7%,3.8,-15.4%,36.0%[activator]
O=[N+]([O-])c1ccc(O)c(C=Nc2cccc3ncccc23)c1,5.3,u,-19.6%,11.3%,-1.5,-18.0%,-32.9%
COc1ccccc1Oc1ccccc1[N+](=O)[O-],21.3,u,1.7%,2.3%,22.1,1.1%,u
COc1ccc(C(=O)Nc2cc(Cl)ccc2OC(=O)c2ccc(OC)cc2)cc1,89.1*,-64.5%,-0.7%,-2.0%,65.5*,-34.7%,-84.8%
COc1ccc(Cc2nnc(SCc3nc4ccccc4c(=O)[nH]3)o2)cc1,-6.8,5.1%,-3.7%,-0.3%,-1.6,-14.3%,-2.9%
O=C(CNC(=O)c1ccccc1Cl)NCC(c1cccs1)N1CCOCC1 (stereo not drawn),x,24.5%,-9.3%,x,x,0.8%,-19.0%
CCOc1ccc(CCNC(=O)c2cn(C)c3ccc(S(=O)(=O)N4CCOCC4)cc3c2=O)cc1OCC,14.9,11.7µM*,2.5%&-2.7%,5.2%,0.6,209.6%[activator],u
CCN1CCN(C(=O)c2ccc(CS(=O)(=O)Cc3ccccc3F)o2)CC1,29.7,0.0%,1.8%,-1.1%,10.7,-13.6%,x

# Random draw from the library; about 22% have a hit in one of these screens.
